# SENP8 block-1 = human SENP8 protease inhibitors, primary screen, biochemical, fluorescence, Nedd8 protein substrate, uHTS | recombinant SENP8 | Sentrin-specific protease 8 (Homo sapiens), Q96LD8 | 360,000 tested, 0.64% active | AID 602440, 2012 | inhibition, % at 20 µM; in the data active = inhibition mostly above about 40%, no sharp cut-off; inactive = mostly below about 27%
# SENP7 block = SENP7 protease inhibitors, primary screen, biochemical, luminescence, uHTS; recombinant SENP7, Z-RLRGG-aminoluciferin luminescence, 40 min; inhibition, % at 5 µM; Sentrin-specific protease 7 (Homo sapiens), Q9BQF6; 330,000 tested, 1.5% active; AID 434973, 2010;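 active = inhibition above about 50% at the single test dose, limit read from the data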;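 note: plate controls were DMSO with enzyme for no effect and no enzyme buffer wells for full effect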
# SENP8 block-2 = SENP8 protease inhibitors, primary screen, biochemical, luminescence | 330,000 tested, 1.2% active | AID 2540, 2010 | purified SENP8, Z-RLRGG-aminoluciferin cleavage | inhibition, % at 10 µM; in the data active = inhibition above about 50%
# SENP1 FRET inh = human SENP1 catalytic domain inhibitors, primary screen, biochemical, FRET, uHTS; Sentrin-specific protease 1 (Homo sapiens), Q9P0U3; recombinant SENP1 catalytic domain, CyPet-SUMO1-YPet FRET cleavage; AID 624204, 2012; inhibition, % at 10 µM; 360,000 tested, 0.21% active;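 active = inhibition at least 30% at 10 µM, raw YFP signal under a set limit, fluorescence ratio 0.5 to 1.5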;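 note: 0% = enzyme with DMSO and 100% = no enzyme wells; some results filed as inactive read as strong as hits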
#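 material = recombinant human SENP1 catalytic domain, His6-tagged | quantity = 20 pM enzyme | reagent = 25 nM SUMO1 FRET substrate | compound dosing = 10 µM single point, 0.5% DMSO | timing = 50 min enzyme reaction, room temperature, light-protected | detection = FRET, CFP and YFP emission | control set = no-enzyme low, enzyme-DMSO high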
# HKDC1 inhibitor = HKDC1 hexokinase inhibitors, primary screen, biochemical, fluorescence, uHTS. AID 493160, 2011. 340,000 tested, 0.16% active. Q2TB90. recombinant HKDC1, G6PDH/diaphorase resazurin coupled fluorescence. inhibition, % at 20 µM;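 active = inhibition above about 35% when tested at 20 µM, limit read from the data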;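 note: plate controls were DMSO wells with enzyme for no effect and DMSO wells lacking enzyme for full effect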
# Target sequence (Q2TB90 whole entry, looked up): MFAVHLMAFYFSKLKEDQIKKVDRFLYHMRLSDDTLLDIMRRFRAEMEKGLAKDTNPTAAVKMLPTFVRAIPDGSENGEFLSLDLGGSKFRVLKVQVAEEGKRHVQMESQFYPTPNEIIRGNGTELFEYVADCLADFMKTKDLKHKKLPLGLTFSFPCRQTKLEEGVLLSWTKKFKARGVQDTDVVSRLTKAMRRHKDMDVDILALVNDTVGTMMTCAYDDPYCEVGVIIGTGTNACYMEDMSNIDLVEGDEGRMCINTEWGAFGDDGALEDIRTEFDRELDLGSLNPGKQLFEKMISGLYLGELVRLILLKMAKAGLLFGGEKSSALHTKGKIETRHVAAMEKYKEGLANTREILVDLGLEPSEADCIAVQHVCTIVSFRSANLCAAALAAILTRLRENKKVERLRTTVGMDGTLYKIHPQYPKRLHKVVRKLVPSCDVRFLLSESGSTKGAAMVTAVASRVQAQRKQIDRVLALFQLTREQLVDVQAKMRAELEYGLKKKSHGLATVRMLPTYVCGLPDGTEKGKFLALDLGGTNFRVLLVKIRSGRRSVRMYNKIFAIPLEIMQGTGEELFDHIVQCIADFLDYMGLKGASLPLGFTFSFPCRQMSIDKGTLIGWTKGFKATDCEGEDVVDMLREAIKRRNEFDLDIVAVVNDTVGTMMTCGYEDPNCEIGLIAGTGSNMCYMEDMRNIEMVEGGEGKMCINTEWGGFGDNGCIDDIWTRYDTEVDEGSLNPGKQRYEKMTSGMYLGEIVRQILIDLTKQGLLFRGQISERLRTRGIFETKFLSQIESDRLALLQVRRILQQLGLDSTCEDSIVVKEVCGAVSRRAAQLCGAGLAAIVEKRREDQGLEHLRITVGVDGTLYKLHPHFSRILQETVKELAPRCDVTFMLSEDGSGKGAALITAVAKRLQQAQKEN
#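 Assay system – recombinant HKDC1 (HK5) hexokinase enzyme, produced in-house · Input – HKDC1 at 5 µg/mL · Reagent – glucose plus 1 mM ATP as hexokinase substrates · Timing – 90 min reaction incubation at room temperature, dark · Measured by – G6PDH/diaphorase-coupled fluorescence, 1 mM NADP, 100 µM resazurin, 525/613 nm · Benchmarks – DMSO-enzyme wells negative, buffer-substituted wells positive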
# UBC13 polyUb = UBC13 polyubiquitin chain formation inhibitors, primary screen, biochemical, TR-FRET, uHTS | inhibition, % at 20 µM | 330,000 tested, 0.47% active; in the data active = inhibition above about 45%, passing the limit was not always enough
# Target sequence (P61088 whole entry, looked up): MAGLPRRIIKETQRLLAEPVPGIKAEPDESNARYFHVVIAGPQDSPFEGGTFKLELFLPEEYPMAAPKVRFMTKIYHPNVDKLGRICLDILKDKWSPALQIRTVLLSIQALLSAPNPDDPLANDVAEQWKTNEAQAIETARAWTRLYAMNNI
# PfGluPho inh = PfG6PD enzyme inhibitors, primary screen, biochemical, fluorescence intensity, uHTS | glucose-6-phosphate dehydrogenase-6-phosphogluconolactonase (Plasmodium falciparum 3D7) | PfGluPho enzyme, NADPH resazurin-diaphorase fluorescence | inhibition, % at 20 µM | 350,000 tested, 0.78% active | AID 504690, 2011;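 active = inhibition reaching at least a set limit at 20 µM in the primary screen, cut at about 59% in these data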;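 note: 0% = DMSO wells with substrate and 100% = DMSO wells lacking glucose-6-phosphate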
# beta cell repl = inducers of MIN6 beta-cell proliferation, primary screen, ATP luminescence, uHTS; proliferation, % at 10 µM; 330,000 tested, 0.29% active; MIN6 cells proliferation, ATPlite luminescence, 48 h; cells starved in 0.2% serum; 100% = growth in 10% serum;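 active = compounds whose signal lies at least 3.5 SD above the mean of all wells on their plate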;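 note: 0% = DMSO-treated cells in low-serum medium and 100% = 10% serum control; some compounds called inactive have numbers as strong as hits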
# SENP6 inh = SENP6 protease inhibitors, primary screen, biochemical, luminescence, uHTS; 330,000 tested, 1.8% active; Recombinant SENP6 catalytic domain, aminoluciferin luminescence; AID 2599, 2010; Sentrin-specific protease 6 (Homo sapiens), Q9GZR1; inhibition, % at 10 µM;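 active = inhibition above about 50% at the single tested dose, limit read from the data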;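 note: plate controls were DMSO wells with enzyme for no effect and DMSO wells lacking enzyme for full effect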
# An asterisk follows results filed as active; / = not tested or not shown.
SMILES,SENP8 block-1,SENP7 block,SENP8 block-2,SENP1 FRET inh,HKDC1 inhibitor,UBC13 polyUb,PfGluPho inh,beta cell repl,SENP6 inh
CCC(=O)Nc1ccc(C(=O)NNC(=O)C(c2ccccc2)c2ccccc2)cc1,18,9,8,3,-4,-2,-4,-1,-9
NC(=O)CC(NC(=O)c1ccccc1)c1ccc(NCCc2ccc(F)cc2)c([N+](=O)[O-])c1 (stereo not drawn),33,-6,-6,5,-5,-51,9,-3,-9
O=C(Cc1ccccc1)N1CCCC(c2nc(-c3cccs3)no2)C1 (stereo not drawn),13,-2,6,0,-10,6,-8,2,-7
CCC(C)NC(=O)Cn1nc(C(F)(F)F)c2c1CCC2 (stereo not drawn),6,-3,-5,-3,4,-3,-14,-3,-36
S=C(Nc1ccccc1)Nc1cc(Cl)ccc1Oc1ccccc1,13,1,6,2,5,8,15,-3,-8
CCOC(=O)N1CCC(N2Cc3cccc(C(=O)Nc4ccc(CC)cc4)c3C2=O)CC1,5,0,-4,4,6,0,22,-4,11
O=C1C2C3C=CC(C3)C2C(=O)N1c1ccc(Cc2ccncc2)cc1 (stereo not drawn),19,-7,-9,1,-2,-5,-22,0,-29
O=C(c1ccc(F)cc1)N(Cc1cccs1)C1CCS(=O)(=O)C1 (stereo not drawn),10,-2,-4,-2,-3,0,-13,0,-13
CC(C)c1ccc(/C=N/n2c(COc3ccccc3)n[nH]c2=S)cc1,22,-3,8,4,0,-18,29,0,3
CCOc1c(Cl)cc(/C=C/C(=O)N(CC)CC(=O)Nc2ccc(NC(C)=O)cc2)cc1OC,-14,0,4,1,1,0,10,4,-1
Cc1nn(C)c(C)c1N=Cc1c(O)ccc2ccccc12,1,-14,-16,-26,8,-17,8,-4,-6
CC1CCCC(C)N1C(=O)C1CCCCC1 (stereo not drawn),16,-4,1,2,-5,0,0,4,-7
C=C(Cl)COC(=O)[C@H]1C2C=CC(C2)C1C(=O)O (stereo partly drawn),25,4,1,3,-2,8,-19,0,-1
CC12CCC(=O)C=C1CCC1C2CCC2(C)C1CC1C3C(=O)N(Cc4ccccc4)C(=O)C3CC(=O)C12 (stereo not drawn),8,/,/,3,-2,/,11,/,/
O=C(C1CC1)N1CCc2cc(S(=O)(=O)N3CCN(c4ccccc4)CC3)ccc21,20,10,2,4,-3,-2,-17,-1,-1
Cc1nc2nc(-c3ccco3)[nH]n2c(=O)c1C,3,-2,-17,2,2,1,1,2,-9
C/C(=N\NC(=O)CC1N=C(Cc2ccccc2)NNC1=O)c1ccc(Cl)cc1Cl (stereo not drawn),-83,4,4,-2,-2,-10,-2,1,4
O=C(CSc1nc2ccccc2[nH]1)N=Nc1c(O)[nH]c2ccccc12,20,-5,-9,1,2,-16,18,-3,-29
Cn1cnnc1SCC(=O)NN1C(=O)NC(C)(c2ccccc2)C1=O (stereo not drawn),27,0,-4,1,-9,-9,7,-3,-12
COc1ccc(NC(=S)NCCSc2ccc(Cl)cc2)c(OC)c1,20,-5,4,1,5,14,0,-3,-6
Cc1cccc(NC(=O)NNC(=O)c2ccc3ccccc3c2O)c1,-399,-8,1,-1,5,13,-20,-2,-20
CCn1c2ccccc2c2nnc(SCC(=O)NC(CC(C)C)C(=O)OC)nc21 (stereo not drawn),8,7,2,2,6,-1,4,1,17
CC/C(=N/Nc1ccccc1Cl)c1cnnc(-c2ccccc2)n1,34,4,-3,-1,-7,-14,-6,-2,4
O=C(c1ccc(-c2cccc(C(F)(F)F)c2)o1)N1CCCC(C(F)(F)F)C1 (stereo not drawn),4,4,0,1,1,11,8,0,-12
CCOc1ccccc1NC(=O)c1ccc2c(=O)n3c(nc2c1)CCCCC3,15,10,-2,-2,-5,1,7,-6,-1
Cc1cc(C)nc(NC(=O)c2c(-c3ccccc3Cl)noc2C)c1,8,3,-3,0,-2,-6,-3,-1,5
O=C1c2ccccc2NC(c2cccc(F)c2)N1Cc1ccco1 (stereo not drawn),-261,-2,-1,-3,2,17,1,-2,-18
CCc1nn(CC(=O)NCCCN(CC)Cc2ccccc2)c(=O)c2cc3sccc3n12,2,4,-5,0,-10,8,3,2,-6
COc1cccc2sc3ccc(NCCC4CCCN4C)cc3c(=O)c12 (stereo not drawn),9,12,-21,-5,7,-32,-1,1,-8
COc1ccc(C(=O)Nc2cc(OC)c(Cl)cc2OC)cc1,-8,4,-1,2,-1,1,53,-4,3
CCOC(=O)C(NC(=O)Nc1ccc(F)cc1)(OCC)C(F)(F)F (stereo not drawn),4,8,0,0,-3,4,7,-2,5
O=C(COc1ncnc2sccc12)N1CCc2ccccc2C1,0,-7,-6,-4,-1,-6,13,1,-10
COC(=O)Nc1ncc(CN2CCc3ccccc3C2)s1,30,4,-5,-3,-10,5,17,-2,-24
COc1ccc(NC(=O)CSc2nc3c([nH]c4ccccc43)c(=O)n2C)c(OC)c1,-10,1,0,0,1,-11,-12,-2,-7
CCc1nnc(NC(=O)CSc2nc3cc4c(cc3cc2CC)OCCO4)s1,-10,-3,3,0,-1,16,11,-2,-3
CCCOCc1ccc(O)c2ncccc12,25,-1,-1,1,-17,-13,-10,-6,-15

# Full records, looked up by structure.
# Entry for O=C(c1ccc(-c2cccc(C(F)(F)F)c2)o1)N1CCCC(C(F)(F)F)C1 (stereo not drawn) : SENP8 block-1 = 4; SENP7 block = 4; SENP8 block-2 = 0; SENP1 FRET inh = 1; HKDC1 inhibitor = 1; UBC13 polyUb = 11; PfGluPho inh = 8; beta cell repl = 0; SENP6 inh = -12
# Entry for Cc1cccc(NC(=O)NNC(=O)c2ccc3ccccc3c2O)c1 : SENP8 block-1 = -399; SENP7 block = -8; SENP8 block-2 = 1; SENP1 FRET inh = -1; HKDC1 inhibitor = 5; UBC13 polyUb = 13; PfGluPho inh = -20; beta cell repl = -2; SENP6 inh = -20

# Further structures:
SMILES,SENP8 block-1,SENP7 block,SENP8 block-2,SENP1 FRET inh,HKDC1 inhibitor,UBC13 polyUb,PfGluPho inh,beta cell repl,SENP6 inh
O=C(NCC(c1ccco1)N1CCc2ccccc2C1)c1ccc(Br)cc1 (stereo not drawn),-5,-5,-1,-2,-3,0,28,-2,1
O=C1C=C(c2ccc3ncccc3c2)C[C@@H](c2ccc(F)cc2)C1,6,8,-3,1,6,-4,0,4,-3
COCCN(C(=O)COC(=O)CCc1nc2ccccc2s1)c1c(N)n(Cc2ccccc2)c(=O)[nH]c1=O,10,4,0,0,4,3,-6,-2,-2
CCc1nnc(NC(=O)c2cccc(S(=O)(=O)N3CCN(C(C)=O)CC3)c2)s1,-2,8,11,3,-5,-1,-2,-4,-5
CN(C)C(=O)CSc1n[nH]c(=O)[nH]c1=O,10,10,0,2,-6,2,-13,-2,5
O=C(Nc1cccnc1Cl)C1c2ccccc2Oc2ccccc21,17,-3,-2,1,-13,3,-12,-3,-16
CCC(Sc1nncn1C)C(=O)Nc1cc(C)on1 (stereo not drawn),7,2,2,1,0,2,3,-2,-11
O=C(c1ccc(Br)cc1)c1cn[nH]c1-c1ccccc1O,13,3,-4,3,-3,4,8,3,-10
Cc1ccc(N=C2CCCCCN2C)c(C#N)c1,6,8,1,-2,1,2,-18,-2,-6
O=C(CN1CCCCCC1)Nc1ccccc1OC(F)F,10,-1,-1,-1,0,0,-10,-1,15
Cc1cc2cc(C)c3nnc(SCC(=O)N4CCN(C(=O)c5ccco5)CC4)n3c2cc1C,-25,-4,2,-1,15,2,31,0,-15
C=C(C)CSc1nc2ncc(Cl)cc2[nH]1,10,-3,-5,1,3,-12,22,-1,-10
O=C(NCC(=O)N(Cc1cccs1)C(C(=O)NC1CCCCC1)c1cccnc1)c1ccco1 (stereo not drawn),15,-7,-8,1,2,-9,-5,-1,-20
COc1ccc(OCC(=O)NC(=S)N2CCCc3ccccc32)cc1,10,-2,6,-47,7,-3,42,-2,11
CCOC(=O)c1c(N)nn(C(=O)CC)c1-c1ccccc1,3,12,-3,-1,-3,-1,15,1,8
CCCOC(=O)C1C2C=CC3(CN(c4cccc(Cl)c4)C(=O)C13)O2 (stereo not drawn),9,-5,0,0,-7,0,10,-1,5
O=C(CSc1nnnn1C1CC1)N1CCN(c2ccccc2F)CC1,3,-6,-8,3,-4,3,-7,-1,0
COCCn1c(=S)[nH]c2cc(C(=O)NC(C)C)ccc2c1=O,-2,6,-4,2,3,1,0,-1,-13
CC(C)c1ccccc1OCCNC(=O)c1cccnc1,7,-6,-1,2,-6,3,-8,2,-5
O=C(OCC(=O)c1ccc[nH]1)c1ccc2ccccc2n1,3,-6,-10,-1,-2,-10,-8,-4,-17
CC(O)[C@H]1CN=C(N)N1CCCCC1CCCCC1 (stereo partly drawn),29,1,-4,1,5,15,5,0,-14
CCOC(=O)CN1C(=O)N[C@@H](CCc2ccccc2)[C@H](C(C)=O)[C@H]1C,6,-4,-2,1,-5,-4,-1,-1,-4
CCCC(C(=O)NCC1CCCO1)N(Cc1ccccc1)C(=O)CNS(=O)(=O)c1ccccc1 (stereo not drawn),4,5,6,1,0,4,-7,0,0
CN(c1ccccc1)S(=O)(=O)c1ccc(Cl)c(C(=O)NCCc2c[nH]c3ccccc23)c1,21,-2,-8,1,-4,24,0,-4,2
COC(=O)c1ccccc1NC(=O)C1CCN(S(=O)(=O)c2cc(C)ccc2OC)CC1,-28,5,-1,1,0,5,-2,3,-2
CCCn1c(SCc2nc(-c3cccs3)no2)nnc1-c1ccncc1,26,-10,-19,-1,-6,-3,3,1,-12
CCOc1ccc(CC(=O)Nc2c3c(nn2C(C)(C)C)CS(=O)(=O)C3)cc1,15,-1,5,-1,8,-5,11,1,12
O=C(O)[C@H](Cc1ccccc1)NC(=O)N1CCCCCC1,10,-1,-2,1,-5,2,10,-2,-21
CCC(=O)Nc1c(S(=O)(=O)c2ccccc2)c2nc3ccccc3nc2n1C(C)c1ccccc1 (stereo not drawn),-286,-5,-10,-110,-5,-20,6,-5,8
CC(=O)Nc1nc(=O)c2ccccc2s1,16,2,-5,-1,-10,7,6,-4,-5
Cn1c(=O)[nH]c(=O)c2c1nc(CN1CCOCC1)n2CCCc1ccccc1,15,-7,-11,-1,-5,6,9,-1,-15
COCCn1c(SCC(=O)Nc2nnc(C)s2)nnc1-c1cc2ccccc2cc1O,-23,-1,-10,0,5,0,1,0,-11
Cc1cc(C)cc(NC(=O)Nn2cnnc2)c1,-3,-2,3,2,-3,8,0,1,-2

# Another view of two compounds above.
mol	SENP8 block-1	SENP7 block	SENP8 block-2	SENP1 FRET inh	HKDC1 inhibitor	UBC13 polyUb	PfGluPho inh	beta cell repl	SENP6 inh
Cn1c(=O)[nH]c(=O)c2c1nc(CN1CCOCC1)n2CCCc1ccccc1	15	-7	-11	-1	-5	6	9	-1	-15
CCCn1c(SCc2nc(-c3cccs3)no2)nnc1-c1ccncc1	26	-10	-19	-1	-6	-3	3	1	-12

# High-throughput results as filed in PubChem.
